SMARCA2 activ – increases SMARCA2 function in MMTV reporter cells. AID 652017. activation, % at 9.1 µM. MG213 cells, MMTV-luciferase reporter, dexamethasone, overnight. 1% of 370,000 active; in the data active = activation above about 7.8%;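 note: 0% = vehicle wells and 100% = reference activator wells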
DAX1 inh-1 – NR0B1 (DAX1) inhibition; 0.99% of 340,000 active; inhibition, % at 6.75 µM; HEK293 Gal4-DAX1 luciferase reporter, luminescence; P51843; AID 504766;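 active = inhibition above the mean over all tested compounds plus 3 SD, cut at about 4.2% in these data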;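 note: 0% = DAX1-transfected cells with DMSO and 100% = empty-vector control cells with DMSO; inhibition shows as a rise in luminescence from relieved DAX1 repression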
Target sequence (P51843 207-470 limits assumed): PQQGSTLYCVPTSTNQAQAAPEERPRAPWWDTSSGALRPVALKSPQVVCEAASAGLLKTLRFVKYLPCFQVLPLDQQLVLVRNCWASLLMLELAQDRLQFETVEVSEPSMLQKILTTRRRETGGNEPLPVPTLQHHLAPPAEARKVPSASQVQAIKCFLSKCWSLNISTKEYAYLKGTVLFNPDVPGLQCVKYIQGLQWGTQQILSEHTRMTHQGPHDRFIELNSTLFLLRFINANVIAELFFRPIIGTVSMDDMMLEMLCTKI
FXN GAA850 act – activators of GAA850 frataxin (FXN) promoter; HEK293 lucGAA850 FXN promoter luciferase reporter, 24 h; percent of 10 µM SAHA response; activation, % at 6 µM; 0.56% of 360,000 active; AID 540364;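 active = activation above the average of all compounds screened plus 3 SD, cutoff fixed separately per campaign, cut at about 7.5% in these data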;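 note: 0% = DMSO wells and 100% = 10 µM SAHA wells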
ssDAF-12 act – activators of S. stercoralis DAF-12 nuclear receptor | HEK293 ssDAF-12/GRIP1 lit1-tk-luc reporter, luminescence; % of 3 µM dafachronic acid response | activation, % at 6.8 µM | 1% of 370,000 active | AID 652126;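 active = activation above the mean over all tested compounds plus 3 SD, cut at about 0.9% in these data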;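 note: 0% = DMSO-only wells and 100% = 3 µM delta7-dafachronic acid wells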
sPLA2-III inh – Blocks human group III sPLA2 activity; QFRET BODIPY PC-A2 liposome hydrolysis, fluorescence; 0.56% of 370,000 active; Q9NZ20; inhibition, % at 12.2 µM;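 active = inhibition above mean plus 3 SD of compounds lying within the high and low control bounds, cut at about 19% in these data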;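 note: 0% = median of test compound wells and 100% = no enzyme DMSO wells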
Target sequence (Q9NZ20 whole entry, looked up): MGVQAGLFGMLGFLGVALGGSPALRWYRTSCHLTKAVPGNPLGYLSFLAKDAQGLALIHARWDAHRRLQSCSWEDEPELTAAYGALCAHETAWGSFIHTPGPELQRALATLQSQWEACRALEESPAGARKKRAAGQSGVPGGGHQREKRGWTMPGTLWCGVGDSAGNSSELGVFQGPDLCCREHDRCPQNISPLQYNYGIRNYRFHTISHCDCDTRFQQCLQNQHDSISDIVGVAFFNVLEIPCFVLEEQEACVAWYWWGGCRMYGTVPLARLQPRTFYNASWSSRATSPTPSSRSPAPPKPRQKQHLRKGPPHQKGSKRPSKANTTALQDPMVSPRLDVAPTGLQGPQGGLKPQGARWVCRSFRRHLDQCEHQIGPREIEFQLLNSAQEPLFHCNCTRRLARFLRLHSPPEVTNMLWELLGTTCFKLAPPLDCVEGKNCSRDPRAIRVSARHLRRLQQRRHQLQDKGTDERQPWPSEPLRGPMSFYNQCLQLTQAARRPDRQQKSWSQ
DAX1 inh-2 – inhibitors of DAX1 repression of SF-1 activated StAR promoter | inhibition, % at 6.8 µM | HEK293T StAR-luciferase reporter, SF-1/DAX-1 repression relief | 1.1% of 370,000 active | AID 652010;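 active = inhibition above the mean over all tested compounds plus 3 SD, cut at about 3.6% in these data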;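 note: 0% = DAX-1 cells with DMSO and 100% = cells lacking DAX-1 with DMSO; higher inhibition means more luminescence from relief of DAX-1 repression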
GC-A act – GC-A (human) enzyme activation. HEK293 GC-A cells, cGMP TR-FRET, EC30 ANP; 0% at EC30 ANP, 100% saturating ANP. activation, % at 10 µM. 0.14% of 370,000 active. AID 1671463; in the data active = activation above about 40%
NPR2 activator – GC-B (human) receptor activation; HEK293-GC-B cells, CNP EC30, cGMP TR-FRET; 0% at EC30 CNP, 100% saturating CNP; 0.11% of 370,000 active; activation, % at 10 µM; P20594;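 active = activation at 10 µM reaching about 35% in either raw or pattern-adjusted values, limit read from the data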
KLK7 zymogen act – activates the human kallikrein-7 zymogen; activation, % at 7 µM; 0.9% of 370,000 active; AID 652039; purified proKLK7, EDANS-DABCYL substrate fluorescence; 100% is mature enzyme control, 0% vehicle; P49862;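 active = activation above the mean of all tested compounds plus 3 SD, computed per campaign excluding outliers beyond control limits, cut at about 13% in these data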
Target sequence (P49862 whole entry, looked up): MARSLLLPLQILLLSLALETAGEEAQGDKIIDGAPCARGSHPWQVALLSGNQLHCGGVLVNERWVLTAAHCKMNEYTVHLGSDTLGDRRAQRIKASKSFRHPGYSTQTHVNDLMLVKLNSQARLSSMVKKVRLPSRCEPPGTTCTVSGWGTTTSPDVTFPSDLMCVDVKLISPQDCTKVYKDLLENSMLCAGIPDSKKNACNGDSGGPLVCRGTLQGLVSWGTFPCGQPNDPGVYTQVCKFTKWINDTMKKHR
hgDAF-12 ag – activates the H. glycines DAF-12 receptor ligand-binding domain. activation, % at 6.8 µM. 1.8% of 370,000 active. AID 687014. HEK293 GAL4-hgDAF12 UAS-luciferase reporter, agonist luminescence; normalized to butyrate control;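 active = activation above a cutoff set at the mean of all screened compounds plus 3 SD, cut at about 10% in these data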;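 note: 0% = DMSO wells and 100% = sodium butyrate wells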
hcDAF-12 act – H. contortus DAF-12 activation, primary screen. AID 652067. 1.4% of 370,000 active. activation, % at 6.8 µM. HEK293 hcDAF-12 lit1-tk-luc reporter, luminescence; 0% DMSO, 100% Δ7-dafachronic acid;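 active = activation above the mean of all tested compounds plus 3 SD, cut at about 5.5% in these data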;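 note: 100% = response to 3 µM Δ7-dafachronic acid high control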
The depositor's hits bear a star; nt = no result given.

mol	NPR2 activator	sPLA2-III inh	DAX1 inh-1	hcDAF-12 act	ssDAF-12 act	DAX1 inh-2	KLK7 zymogen act	SMARCA2 activ	GC-A act	FXN GAA850 act	hgDAF-12 ag
CN(C)C=Nc1ncc2c3ccccc3n(Cc3ccccc3)c2c1C#N	35*	1	0.2	-1.3	-1.3	-0.1	-0.5	0	46*	-0.1	0.2
CCOc1ccc2[nH]c3c(NCCO)ncnc3c2c1	-6	3	-1.0	-0.1	-1.1	-0.2	-0.9	-1	5	1.3	-0.7
COC(=O)[C@]12CCCCC=C1N(Cc1ccc(Cl)cc1Cl)C(=O)[C@H](CC(=O)NCCC(C)C)C2	-1	-8	nt	-1.3	-0.9	-0.1	-0.7	4	-5	nt	-1.3
CCOC(=O)CN1CC23C=CC(O2)C(C(=O)NCc2ccc(C)cc2)C3C1=O (stereo not given)	5	14	0.3	-1.4	-0.5	0.4	-0.3	-2	4	-0.7	1.4
CCOc1ccc(OCc2cccc(C(=O)Nc3ccc(CN4CCCCC4)cc3)c2)cc1	-5	-5	-3.1	4.0	-0.1	1.5	0.0	12*	0	4.4	18*
C[C@H](O)[C@@H]1C(=O)N2CCc3c([nH]c4c(-c5ccc6c(c5)OCO6)cccc34)[C@@H]2C[C@@H]1N(C)C(=O)c1ccco1	-7	-6	nt	1.5	-0.8	-0.3	0.6	-2	-2	nt	2.8
CC(Sc1nc2c(c(=O)n(C)c(=O)n2C)n1Cc1cc2c(cc1Cl)OCO2)C(=O)O (stereo not given)	-3	8	-1.4	-0.1	-0.7	0.3	-0.3	1	1	0.3	-0.2
C=C1CCN([C@@H](CC(C)C)C(=O)NCc2ccc(Cl)cc2)S(=O)(=O)c2ccccc21	-7	-4	0.5	-2.2	-1.2	-0.2	0.5	-1	-1	0.6	1.5
O=C(NCCN1CCN(C(=O)c2ccc(Br)cc2)CC1)c1ccc(Br)cc1	-2	-3	-0.1	-1.6	-1.0	-2.7	-0.6	-1	-1	0.9	-1.3
O=C(COC(=O)Cc1ccc(Br)cc1)NC1CCCC1	-1	-3	0.5	-0.7	-1.4	-0.3	1.2	6	1	-1.4	1.1
Cc1ccc(NC(=O)c2cccc(S(=O)(=O)N3CCCc4ccccc43)c2)nc1	-7	-5	-0.3	1.0	-1.0	1.0	-0.1	2	-4	0.0	0.1
O=C(N/N=C/c1cccc(OC2CSC2)c1)c1ccccc1O	-5	-3	-0.2	4.7	0.5	-0.6	0.5	3	-1	2.3	3.2

As entered above:
COC(=O)[C@]12CCCCC=C1N(Cc1ccc(Cl)cc1Cl)C(=O)[C@H](CC(=O)NCCC(C)C)C2 in ssDAF-12 act shows -0.9
O=C(N/N=C/c1cccc(OC2CSC2)c1)c1ccccc1O in NPR2 activator shows -5

Additional entries:
mol	NPR2 activator	sPLA2-III inh	DAX1 inh-1	hcDAF-12 act	ssDAF-12 act	DAX1 inh-2	KLK7 zymogen act	SMARCA2 activ	GC-A act	FXN GAA850 act	hgDAF-12 ag
COC(=O)[C@]12CCCCC=C1N(Cc1ccc3c(c1)OCO3)C(=O)[C@H](CC(=O)NCc1ccc(OC)c(OC)c1)C2	-1	-4	nt	-0.7	-1.4	0.6	0.7	1	0	nt	-2.3
CCOCc1c(C(=O)Nc2ccc3nc(N4CCOCC4)sc3c2)oc2ccccc12	-2	-6	-0.7	0.1	-1.5	-1.9	-52	-2	-3	1.9	-7.5
Cc1ccc(CNC(=O)c2cccc(-n3cnnn3)c2)cc1	9	-2	0.4	-1.8	-1.5	0.1	-1.3	0	6	0.8	-1.6
CCn1nc(C)c(C2C(C#N)=C(N)Oc3n[nH]c(C)c32)c1C (stereo not given)	-2	3	1.3	-1.4	-1.0	0.4	-2.9	0	0	-0.1	0.4
CCCNS(=O)(=O)c1cc2c(cc1Br)CCN2C(=O)CC	-1	0	0.5	-0.9	-1.0	-0.8	-1.4	1	1	-0.1	-1.4
O=C(CSc1ncnc2c1nnn2Cc1ccccc1F)NCC1CCCO1 (stereo not given)	5	5	0.4	0.8	-1.4	0.6	0.4	0	1	0.3	0.3
Cc1cccc(N(C)S(=O)(=O)c2ccc3c(c2)NC(=O)CC(=O)N3)c1	3	-8	1.1	0.1	-1.9	0.9	0.2	-2	1	0.8	1.5
O=C(Cc1ccccc1)NNC(=O)C1CCN(c2ncccn2)CC1	-4	9	2.9	-1.0	-1.6	0.4	0.2	-5	1	-0.6	0.2
CN(C)c1ccc(NC(=O)CSc2nnc(-c3cccs3)n2Cc2ccco2)cc1	1	-5	-1.6	-2.6	-1.4	-1.0	-0.4	0	-3	-0.2	-0.7
CC1(C)Cc2c(sc3nc(-c4cccs4)n(N)c(=O)c23)CO1	-1	1	-1.2	0.2	-1.7	-1.7	2.3	-2	2	-0.1	3.2
O=C(/C=C/c1ccco1)NC(=S)Nc1ccc(C(=O)O)cc1	2	-5	-0.5	-1.0	-0.5	0.5	0.1	1	-1	-2.8	3.4
COc1ccc(Br)cc1/C=C/C(=O)NCC(=O)O	5	1	1.1	-1.2	-1.7	0.6	-0.3	-3	1	-1.3	-1.2
CCOC(=O)c1c(NC(=S)Nc2ccc(C)cc2)sc2c1CCC2	3	6	-2.6	0.2	-1.4	-0.5	-1.1	1	1	1.0	-3.7
Cc1c(C(=O)Nc2ccccc2)sc2ncn(CC(=O)N3CCCCC3)c(=O)c12	1	-2	1.6	2.0	-0.3	0.3	-0.1	-2	-1	0.9	-1.2
CC1(C(=O)Nc2ccc3c(c2)OCCO3)CCN1C(=O)c1ccccc1CCc1ccccc1 (stereo not given)	-1	4	nt	-3.1	-1.9	-2.7	0.4	-8	4	-3.6	-6.1
COc1ccc(Nc2c3ccccc3nc3ccccc23)cc1	-19	13	-4.4	-3.9	-1.8	-2.1	3.5	0	-35	-2.8	-6.4
CCCN1C(=O)c2cc(C(=O)NC3CCCCCC3)ccc2C1O (stereo not given)	3	5	2.0	3.3	0.2	3.8*	0.0	3	0	5.8	18*
CC(C)=CCN1CCNC(=O)C1CC(=O)NCc1nc(C)c(C)s1 (stereo not given)	2	7	0.7	-0.6	-1.0	0.0	-0.2	-5	-4	-0.1	-2.8
Cc1nc2c(-c3ccc(F)cc3)c(C)nn2c(C)c1CCC(=O)NC(C)CCc1ccco1 (stereo not given)	-5	-28	-1.2	-1.3	-2.0	-1.9	0.7	-3	-12	6.8	-2.5
O=C(/C=C/c1ccc(Cl)cc1)N(c1ccccn1)C1CCCCC1	3	-4	-1.9	-2.9	-1.1	-0.3	-0.3	0	0	3.2	-1.5
COc1ccccc1C(=O)NCCN1CCC(n2c(=O)[nH]c3ccccc32)CC1	-3	2	nt	-1.1	-0.7	-1.5	0.2	-2	6	nt	0.9
COc1cccc(NC(=O)CN(C)C(=O)CSc2ccc3c(c2)OCCO3)c1	2	0	0.4	1.0	-0.6	-2.0	0.1	0	2	-0.3	-1.8
C/C(=N\N1CCN(c2ccccc2)CC1)c1ccncc1	3	6	-1.0	-0.4	-1.9	-1.0	-0.1	-3	5	-0.4	-3.3
CCOC(=O)CSc1nc(C(C)(C)C)cc(C(F)(F)F)c1C#N	-16	-5	0.5	-2.1	-0.7	-0.5	0.2	-2	-4	-1.4	-1.1
CCn1c(SCC(=O)NCc2cccs2)nnc1-c1cccs1	1	4	-0.8	0.3	-1.9	-0.4	-0.3	0	1	-0.9	-2.6
N#Cc1ccccc1S(=O)(=O)N1CCN(C(=O)c2cc(-c3ccccc3)nn2-c2ccccc2)CC1	-3	-3	1.0	-0.1	-0.6	-0.2	-0.2	0	-6	-0.7	-1.7
CN(C)/C(=N\S(=O)(=O)c1ccccc1)c1ccc([N+](=O)[O-])cc1	1	2	-0.6	-2.3	-1.3	0.2	-0.2	2	2	0.9	1.8
Cc1c(C(=O)NCCCN2CCOCC2)sc2nc(-c3ccc(F)cc3)cn12	11	2	-1.0	-1.8	-1.4	0.6	0.9	1	12	3.1	-2.1
COc1cc(C2C(C(C)=O)=C(C)Nc3ncnn32)ccc1O (stereo not given)	5	-5	-1.2	-1.5	-1.3	0.4	0.2	0	-1	2.2	-0.7
O=C(NN=C1CCCCCC1)c1ccc(Br)o1	3	8	-0.5	3.5	-0.7	1.4	-1.3	7	0	3.7	8.0
COc1ccc(C(=O)OCC(=O)NCC2CCCO2)cc1[N+](=O)[O-] (stereo not given)	-5	5	4.9*	-0.7	-1.8	0.5	0.5	-1	1	1.9	0.6
COc1ccc(NC(=O)CSc2nnc(CNc3ccc(F)cc3)o2)c(OC)c1	2	-5	0.8	-1.6	-0.7	-0.9	0.4	2	2	0.6	0.2
COc1ccc(NC(=O)COC(=O)c2c(F)cccc2Cl)cc1OC	3	2	nt	1.2	-1.5	0.5	0.7	7	2	nt	6.2
O=C(NC(Cc1c[nH]c2ccccc12)C(=O)Nc1ccc(F)c([N+](=O)[O-])c1)c1cccs1 (stereo not given)	0	-97	-2.9	-1.3	-0.9	-2.9	-0.9	1	-7	-6.1	-5.6
COc1ccc(C(CNC(=O)c2cccc(NS(=O)(=O)c3ccccc3)c2)N(C)C)cc1 (stereo not given)	-2	-7	1.2	1.3	0.0	3.5	-0.4	3	-1	-0.6	3.2
CC1=Nn2c(nnc2-c2cc(-c3ccccc3)n[nH]2)SC1	-6	1	0.5	2.1	-0.3	0.1	0.4	2	-2	-0.6	-0.2
COc1ccc(C)cc1NS(=O)(=O)c1ccc2c(c1)NC(=O)C(C)S2 (stereo not given)	-6	-28	-0.7	-2.5	-1.5	-0.4	-0.5	-3	-13	-1.2	-0.1
CC(=O)NC(c1ccc(F)c(F)c1)c1nc(-c2cccc(C(F)(F)F)c2)cs1 (stereo not given)	4	-1	nt	-1.6	-0.1	-1.0	0.2	1	-4	0.8	-2.6
N#Cc1ccc(C(=O)NC(=S)NC2CCCCC2)cc1	-1	18	-0.1	-2.2	-1.5	0.6	-0.4	1	3	-0.2	0.2
COc1cccc(CNc2ccc(N3CCCCC3)cc2)c1OC	5	6	-0.1	-0.8	-1.4	-2.3	-3.2	-1	-1	-1.6	-1.8
CC(C)(C)c1ccc(S(=O)(=O)N2CCN(c3ncccn3)CC2)cc1	4	-5	0.8	-0.6	-1.4	-0.4	0.2	1	-1	1.8	0.6
COC(=O)N/N=C/c1cc(C)n(-c2cccc3ccccc23)c1C	-2	4	0.1	0.6	-0.9	0.7	-1.2	-2	-3	-1.4	-1.6
COc1ccc2nc(C)cc(Nc3cccc(C(=O)O)c3)c2c1	-2	0	0.0	-0.8	-0.5	-0.1	-0.2	-2	9	0.7	-0.8
O=C(COc1ccc(-c2ccccc2)cc1)NNC(=O)Nc1ccccc1	-4	-14	-0.4	-0.4	-1.1	0.2	0.0	0	4	1.1	6.8

Screens: PubChem, several laboratories
